High-throughput results from PubChem BioAssay.
Vif-APOBEC3F blk: Vif-A3F binding inhibition; HeLa A3F-eYFP + Vif (tagged APOBEC3F with the HIV-1 protein that degrades it), YFP fluorescence increase; Potency, µM (series often up to 46.1 µM), inactives show top-dose activity, negative = active; 390,000 compounds, 0.2% hits; AID 602313; further: potency means the concentration at half of the fitted maximal effect; % of control where 0% means no effect; nearly all actives have a fitted effect of over 65% in size
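HeLa cells stably expressing A3F-eYFP plus Vif, plated and incubated overnight at 37 deg C, then exposed to compounds overnight at 37 deg C. Blocked degradation read as raised yellow fluorescence (Ex 488/Em 500-530).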
RXFP1 agonist: RXFP1 (human) receptor agonism; Q9HBX9; HEK293T-RXFP1 cAMP TR-FRET, 30 min; response scale: percent of porcine relaxin response, buffer zero; Potency, µM (highest dose often 57.5 µM), for inactives: at the top dose activation, hits mostly activators; 370,000 compounds, 0.3% hits; AID 2676; further: potency means the concentration at half of the fitted maximal effect; on the % scale 0 is the no-effect control and ±100 the full control effect; nearly all actives have a fitted effect of over 60% in size; many of its hits are not listed in these tables
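cAMP rise read by TR-FRET after 30 min, 37C compound exposure (up to 58 uM) in RXFP1-transfected HEK293 cells with Ro 20174 present. EC50 from Hill-equation fits, with 29 nM porcine relaxin as 100% and buffer as basal.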
Glioma ERSR ind: induces the endoplasmic reticulum stress response in human glioma cells; U87-MG GRP78 promoter luciferase reporter, 16 h; Potency, µM, inactives show at the top dose activation, most hits filed as activators; 420,000 compounds, 0.02% hits; further: potency means the concentration at half of the fitted maximal effect; series mostly up to about 76 µM; % of control where 0% means no effect; nearly all actives have a fitted effect of over 35% in size
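Stably transfected U87-MG human glioma cells carrying a GRP78-based luminescent sensor were seeded at 1000 cells/well, pin-dosed with compounds and incubated 16 h. Luciferase reagent was then added, and end-point luminescence was read after 10 min at room temperature.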
USP1 inh: inhibitors of human USP1/UAF1 deubiquitinase. O94782. recombinant USP1/UAF1, Ub-Rhodamine cleavage fluorescence. Potency, µM (top dose mostly 57.1 µM), without a hit: top-dose activity change, negative = inhibition, most hits filed as inhibitors. 390,000 compounds, 0.23% hits. AID 743255; further: potency means the concentration at half of the fitted maximal effect; on the % scale 0 is the no-effect control and ±100 the full control effect; nearly all actives have a fitted effect of over 60% in size; inactives centre near -12
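High-throughput fluorogenic screen: 1nM USP1/UAF1 complex, Ub-Rho substrate 150nM final, 50mM HEPES pH 7.8 with 0.5mM EDTA, 0.1 mg/ml BSA, 1mM TCEP and 0.01% Tween-20.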
TrxR1 substrate: rat thioredoxin reductase 1 substrate activity; O89049; purified TrxR1 substrate turnover, NADPH consumption readout; Potency, µM (top dose mostly 114 µM), for inactives: at the highest dose activity change, negative = substrate turnover; 390,000 compounds, 0.01% hits; further: potency means the concentration at half of the fitted maximal effect; on the % scale 0 is the no-effect control and ±100 the full control effect; nearly all actives have a fitted effect of over 50% in size
Target sequence (O89049 whole entry, looked up): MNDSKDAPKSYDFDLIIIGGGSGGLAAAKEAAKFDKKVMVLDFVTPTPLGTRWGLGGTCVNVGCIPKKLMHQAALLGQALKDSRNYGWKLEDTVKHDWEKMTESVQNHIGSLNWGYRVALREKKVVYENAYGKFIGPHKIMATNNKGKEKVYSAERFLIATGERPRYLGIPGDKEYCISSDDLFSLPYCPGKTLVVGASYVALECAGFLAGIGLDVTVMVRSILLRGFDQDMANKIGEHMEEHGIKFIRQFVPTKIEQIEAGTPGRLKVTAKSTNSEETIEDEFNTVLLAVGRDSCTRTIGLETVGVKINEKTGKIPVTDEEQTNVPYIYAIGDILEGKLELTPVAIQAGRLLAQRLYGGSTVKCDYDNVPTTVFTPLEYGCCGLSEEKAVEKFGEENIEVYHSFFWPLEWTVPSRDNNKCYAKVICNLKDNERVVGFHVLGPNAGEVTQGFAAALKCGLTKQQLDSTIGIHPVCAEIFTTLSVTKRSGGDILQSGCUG
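Rat TrxR1, dispensed at 90 nM, was prereduced with 400 uM NADPH (final) for 5 min at ~22 deg C, then incubated with compound 15 min before 400 uM selenite. A first-read NADPH fluorescence drop versus no-compound background flagged substrates.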
Vif-APOBEC3G blk: inhibitors of Vif-APOBEC3G interaction. Potency, µM (top dose mostly 46.1 µM), for the others: top-dose activity, negative = active, actives largely listed as inhibitors. Q9HC16. AID 602310. HeLa A3G-eYFP + Vif (tagged APOBEC3G with the HIV-1 protein that degrades it), YFP fluorescence, overnight. 410,000 compounds, 0.076% hits;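 further: potency means the concentration at half of the fitted maximal effect; on the % scale 0 is the no-effect control and ±100 the full control effect; nearly all actives have a fitted effect of over 60% in size; hits raise eYFP signal because A3G escapes Vif-driven loss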
Target sequence (Q9HC16 whole entry, looked up): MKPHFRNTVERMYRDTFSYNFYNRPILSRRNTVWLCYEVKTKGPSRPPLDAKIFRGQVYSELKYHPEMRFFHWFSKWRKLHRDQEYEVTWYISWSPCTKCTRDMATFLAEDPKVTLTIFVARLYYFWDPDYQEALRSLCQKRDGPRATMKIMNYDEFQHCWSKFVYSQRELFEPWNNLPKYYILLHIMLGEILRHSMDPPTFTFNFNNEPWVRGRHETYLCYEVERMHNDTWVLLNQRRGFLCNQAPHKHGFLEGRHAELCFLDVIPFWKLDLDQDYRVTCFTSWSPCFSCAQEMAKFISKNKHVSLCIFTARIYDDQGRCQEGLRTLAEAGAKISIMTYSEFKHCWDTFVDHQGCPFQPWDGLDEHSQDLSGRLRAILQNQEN
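HeLa cells stably expressing Vif and C-terminally eYFP-tagged A3G, seeded overnight at 37 deg C, then exposed to compound by pintool overnight at 37 deg C. Rise in yellow fluorescence (Ex 488/Em 500-530, Acumen) marks blocked Vif-driven A3G degradation.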
IDH1 R132H inh: inhibitors of human mutant IDH1 R132H; O75874; Potency, µM (top dose mostly 76.6 µM), inactives show at the top dose activity change, negative = inhibition, hits mostly inhibitors; IDH1-R132H enzyme, NADPH consumption, diaphorase/resazurin fluorescence; 390,000 compounds, 0.093% hits; further: potency means the concentration at half of the fitted maximal effect; on the % scale 0 is the no-effect control and ±100 the full control effect; nearly all actives have a fitted effect of over 65% in size
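IDH1-R132H (0.5 ug/mL dispensed) in pH 7.5 Tris buffer was preincubated 30 min with compound, then given a substrate mix of 0.016 mM NADPH and 2 mM alpha-KG for 80 min at room temperature; remaining NADPH was read by diaphorase/resazurin fluorescence.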
PI4K2A inh: inhibitors of human PI4K2A; Q9BTU6; purified PI4K2A, ADP-Glo luminescence, 1 h; hits give low values; activity change, negative = inhibition, % at 76.9 µM; 420,000 compounds, 0.13% hits; AID 1346378; in the data active means activity change below about -50%; inconclusive means mostly about -30% to -49%;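 further: -100% = wells without enzyme as full effect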
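In this quantitative HTS, ADP production by PI4K2A was quantified luminescently after 1 h at ambient temperature; 100 microM adenosine served as plate-quality control.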
LDHA block: LDHA (human) enzyme inhibition | P00338 | purified LDHA, NADH/diaphorase-resazurin fluorescence; hits give low values | activity change, % (values are at about 110 or 230 µM) | AID 1347041 | 480,000 compounds, 0.15% hits; in the data active means activity change below about -30%; inconclusive means mostly about -25% to -30%;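 further: plate controls were DMSO wells for no effect and wells without enzyme for full effect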
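Human LDH5 at 2 nM final in Tris HCl pH 7.4 with 0.06 mM NADH and 0.2 mM pyruvate, reacted 5 minutes at room temperature. Remaining NADH coupled via diaphorase/resazurin; resorufin fluorescence read at 0 and 20 minutes, normalized to enzyme-free and DMSO wells.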
An asterisk follows results filed as active; ? = inconclusive; . = no result given; & = joins results of further samples; [ ] = dose if it differs, or a comment. Unless noted, the call rests on the fitted dose curve; in most records, active means well fitted curve in the direction sought with a large enough effect; inconclusive means small, poorly fitted or top-dose-only effect, or another doubt; inactive means no such curve, though single readings can be large; an effect the other way counts as inactive or inconclusive.

Structure	Vif-APOBEC3F blk	RXFP1 agonist	Glioma ERSR ind	USP1 inh	TrxR1 substrate	Vif-APOBEC3G blk	IDH1 R132H inh	PI4K2A inh	LDHA block
Cc1ccc(C(=O)NCC(c2ccc(Cl)cc2)N2CCCCC2)cc1 (centres undefined)	2%	-1.6%	-4%	-28%	-2%	2%	-6%	-2	0
[2H]c1c([2H])c([2H])c(C(=O)c2sc(N3CCCCCC3)nc2-c2ccccc2)c([2H])c1[2H]	-6%	6.2%	0%	-10%	3%[57.1 µM]	-1%	3%	6	-5
Cc1cccc(-n2cccc2)c1C#N	-14%	0.4%	2%	-12%	7%	0%	12%	-4	-6
Cc1nn(C(C)(C)C)c(N)c1-c1ccccc1	5%	-0.6%	-4%	-18%	-9%	-7%	2%	-5	-7
CN(CCc1cn[nH]c1)C(=O)CC1C(=O)NCCN1Cc1cccc(Oc2ccccc2)c1 (centres undefined)	10%	1.0%	-4%	-10%	2%	4%	-15%	-3	1
CC1=NN(c2cccc(Cl)c2)C(=O)C12CC(C)=C(C)CS2 (centres undefined)	-16%	0.0%	-3%	-6%	6%	-1%	3%	-1	0
Cc1ccc2nc(/C(C#N)=C/c3ccc(-c4ccccc4C(=O)O)o3)[nH]c2c1	11µM*	0.2%	4%	32µM*	-23%	?	-1%	-5	-5
O=C(Nc1ccccc1Cl)c1cc[n+](Cc2ccc([N+](=O)[O-])cc2)cc1	11%	-0.5%	-1%	4%	-2%	-5%	-11%	2	-4
CCOc1ccccc1C(=O)NCC(=O)OCCOc1cccc(Cl)c1	1%	-1.1%	-4%	-4%	-5%	1%	-11%	5	-5
CCOc1ccc(CN2C(=O)CC(=O)N(S(=O)(=O)c3ccc(OCC)cc3)C2=O)cc1	1%	0.6%	-3%	-18%	9%	0%	5%	5	-8
Cc1cc2c(cc1C)NC(C)CC(=O)N2 (centres undefined)	1%	.	-4%	12%	-5%[2.29 µM]	0%	-4%	-4	-6
N#CCC(=O)NCCCOC(=O)Nc1ccc(Cl)c(Cl)c1	-4%	0.7%	0%	-4%	8%[57.1 µM]	1%	8%	-4	-5

Further results follow.
Structure	Vif-APOBEC3F blk	RXFP1 agonist	Glioma ERSR ind	USP1 inh	TrxR1 substrate	Vif-APOBEC3G blk	IDH1 R132H inh	PI4K2A inh	LDHA block
O=C(COc1ccc(Cl)cc1Cl)Nc1cccnc1	-1%	-2.0%	-6%	-14%	-5%	0%	-4%	-3	-4
CCOc1ccccc1OCCC(=O)OCC(=O)Nc1c(C)nn(-c2ccccc2)c1C	?	0.0%	-2%	-8%	-14%	-3%	4%	-1	4
COc1ccc(NC(=O)CN(C)S(=O)(=O)c2cccc3nsnc23)cc1	-11%&5%	-0.1%&1.1%	-3%&-1%	-17%&-10%	-8%&-5%	2%&-3%	1%&20%	-3&3	-2&-1
CC(=O)N1CCc2cc(S(=O)(=O)NC(C(=O)NC(C)c3ccccc3)C(C)C)ccc21 (centres undefined)	2%	-0.1%	-6%	-14%	-13%	-3%	6%	3	-1
COc1ccc(CCNc2c([N+](=O)[O-])c(=O)oc3ccccc23)cc1OC	-10%	0.6%	-5%	-16%	-5%	-2%	3%	7	0
CCOC(=O)CN(Cc1ccccc1)C(C(=O)NC1CCCCC1)c1ccccc1 (centres undefined)	4%	-0.4%	-3%	-7%	-7%	-1%	6%	0	2
O=C(COC(=O)Cc1ccc(Cl)cc1)NCc1cccs1	3%	.	-3%	-8%	-6%	6%	2%	-2	1
CC(=O)c1ccc(NC(=O)CN2C(=O)NC(C)(c3ccc4c(c3)OCCO4)C2=O)cc1 (centres undefined)	-3%	2.2%	-4%	-14%	3%	4%	5%	2	-1
COc1ccc(S(=O)(=O)NCC2CCCN(Cc3ccc(C)o3)C2)cc1 (centres undefined)	12%	0.0%	0%	-13%	4%	0%	-2%	-1	-9
O=C(CCSc1nnc2ccccn12)Nc1ccc2c(c1)OCO2	-1%	12%	-3%	-18%	-8%[57.1 µM]	2%	1%	1	-3
COc1ccc(NC(=O)c2ccc3ncsc3c2)c2ccccc12	10%	-1.0%	1%	0%	-3%	-2%	-3%	3	-4
O=C(COC(=O)c1ccc(Br)o1)NCCc1ccccc1	12%	0.1%	0%	-4%	9%[57.1 µM]	0%	-3%	5	-3

Individual results from the list:
`COc1ccc(NC(=O)c2ccc3ncsc3c2)c2ccccc12` in USP1 inh reads 0%
`CC(=O)c1ccc(NC(=O)CN2C(=O)NC(C)(c3ccc4c(c3)OCCO4)C2=O)cc1` (centres undefined) in LDHA block reads -1

Two of the compounds above, as labelled records:
COc1ccc(NC(=O)c2ccc3ncsc3c2)c2ccccc12
  Vif-APOBEC3F blk = 10% | RXFP1 agonist = -1.0% | Glioma ERSR ind = 1% | USP1 inh = 0% | TrxR1 substrate = -3% | Vif-APOBEC3G blk = -2% | IDH1 R132H inh = -3% | PI4K2A inh = 3 | LDHA block = -4
O=C(COC(=O)c1ccc(Br)o1)NCCc1ccccc1
  Vif-APOBEC3F blk = 12% | RXFP1 agonist = 0.1% | Glioma ERSR ind = 0% | USP1 inh = -4% | TrxR1 substrate = 9%[57.1 µM] | Vif-APOBEC3G blk = 0% | IDH1 R132H inh = -3% | PI4K2A inh = 5 | LDHA block = -3

Next part:
Second line of a record – Vif-APOBEC3F blk | RXFP1 agonist | Glioma ERSR ind | USP1 inh | TrxR1 substrate | Vif-APOBEC3G blk | IDH1 R132H inh | PI4K2A inh | LDHA block
CN(C)C(=O)c1ccc(NC(=O)COC(=O)C2CCN(S(=O)(=O)c3ccc4c(c3)OCCO4)CC2)cc1
 : 1% | 0.4% | -2% | 1% | 6% | 0% | 2% | 1 | -11
Cc1ccc2nc(SCC(=O)N3CCC(C)CC3)nc(=O)n2c1
 : 0% | 24% | -2% | -16% | -9% | 0% | 3% | -5 | -1
COC(=O)CSc1nnc(-c2ccc(S(=O)(=O)N3CCCC3)cc2)o1
 : 3% | 1.6% | ? | -13% | 3% | 1% | 8% | 5 | 0
Cc1nn(-c2ccccc2)c(Cl)c1C1C(C#N)=C(N)OC2=C1C(=O)CCC2 (centres undefined)
 : . | -0.5% | -4% | -27% | 6% | -12% | 3% | 0 | 5
Cc1cc(C)cc(NCc2cc(=O)oc3cc(-c4ccccc4)c(O)cc23)c1
 : -1% | 5.8% | -5% | -5% | -3% | -8% | -3% | -1 | -6
NC(=O)NCC12CC3CC(CC(C3)C1)C2
 : 1% | -0.5% | -3% | -10% | 0% | 2% | 9% | 8 | -5
CC(=O)c1c(C)[nH]c(C(=O)OCC(=O)Nc2cccc(S(=O)(=O)N3CCCC3)c2)c1C
 : -3% | 0.7% | 1% | -24% | -6% | -12% | 4% | -3 | -4
C/C(O)=C(\C#N)P(=O)(c1ccccc1)c1ccccc1
 : 14% | -1.9% | -5% | -19% | 8%[57.1 µM] | 3% | 0% | -3 | 0
COc1cccc(C2CC(=O)Nc3c2c(=O)n(C)c2ncnn32)c1OC (centres undefined)
 : 8% | 1.1% | -2% | -31% | -1% | -3% | 7% | 0 | 4
CCC1Oc2ccccc2N(CC(=O)Nc2ccc(OC)cc2OC)C1=O (centres undefined)
 : -9% | 0.7% | 2% | -3% | 10% | -1% | 1% | -2 | -2
O=C(Nc1ccc(Oc2ccccc2)cc1)c1ccc(F)c(S(=O)(=O)N2CCN(c3cccc(Cl)c3)CC2)c1
 : 3% | -1.3% | -4% | -17% | 0%[57.1 µM] | 11% | -20% | -3 | -6
CCOc1ccc(NC(=O)NCc2cccn2Cc2ccccc2)cc1
 : -15% | -3.5% | -2% | 3% | -4%[57.1 µM] | -2% | 28% | 0 | -6
COc1ccccc1C(=O)NCCc1nc2ccccc2n1C
 : -3% | 0.2% | -1% | -15% | -4% | -5% | 5% | -2 | -5
Cc1ccc(S(=O)(=O)CCC(=O)OCC(=O)c2ccc(F)cc2)cc1
 : 4% | -0.5% | -4% | -19% | -1% | -1% | -1% | 0 | -1
COc1ccc(C(=O)N/N=C/c2ccc(OC)c(OS(=O)(=O)c3ccccc3)c2)cc1
 : 6% | -1.2% | -3% | -9% | -2%[57.1 µM] | 0% | -2% | -6 | -7
O=C(O)c1cccc(NC(=O)c2cccc(S(=O)(=O)N3CCCCC3)c2)c1
 : -3% | 0.0% | -6% | -10% | 5% | 1% | -6% | 0 | -1
CCn1c(SC)nnc1C1CCN(CC(=O)Nc2ccccc2N2CCOCC2)CC1
 : 2% | 1.1% | -2% | -21% | -14%[57.1 µM] | -1% | 7% | 9 | -1
Cc1cc(C(=O)Nc2nncs2)oc1C
 : -3% | 0.4% | 1% | -21% | -2% | -1% | -1% | 0 | -4

Some of the compounds tested; the hit share may differ from the screen's.
